Screening data (PubChem BioAssay)
GC-B act: GC-B (human) receptor activation; P20594; HEK293-GC-B cells, CNP EC30, cGMP TR-FRET; 0% at EC30 CNP, 100% saturating CNP; activation, % at 10 µM; 370,000 tested, 0.11% active; AID 1920062;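 active = activation at 10 µM reaching about 35% in either raw or pattern-adjusted values, limit read from the data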
mABHD4 FP: inhibitors of mouse ABHD4; Q8VD66; purified mABHD4, FP-Rh probe fluorescence polarization; inhibition, % at 8.92 µM; 370,000 tested, 0.54% active;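 active = inhibition exceeding the mean over every tested compound plus 3 SD, cut at about 30% in these data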;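 also: 0% = plate median of compound wells and 100% = S159A mutant with DMSO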
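Assay system: wild-type mouse ABHD4 protein; compound: single nominal dose of 8.92 µM, 0.89% DMSO final; schedule: 45 min + 60 min at 25 °C; measured by: FP readout, ex 525 nm / em 598 nm; evaluation: % inhibition of FP-Rh probe binding versus controls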
SIAE primary: inhibitors of human sialic acid acetylesterase SIAE. Q9HAT2. SIAE FP-Rh probe binding, fluorescence polarization. inhibition, % at 9.66 µM. 370,000 tested, 0.69% active. AID 1053197;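 active = inhibition above a cutoff: mean of compounds within the control limits plus 3 SD of those, cut at about 17% in these data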;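 also: 0% = plate median of compound wells and 100% = probe without SIAE protein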
Target sequence (Q9HAT2 whole entry, looked up): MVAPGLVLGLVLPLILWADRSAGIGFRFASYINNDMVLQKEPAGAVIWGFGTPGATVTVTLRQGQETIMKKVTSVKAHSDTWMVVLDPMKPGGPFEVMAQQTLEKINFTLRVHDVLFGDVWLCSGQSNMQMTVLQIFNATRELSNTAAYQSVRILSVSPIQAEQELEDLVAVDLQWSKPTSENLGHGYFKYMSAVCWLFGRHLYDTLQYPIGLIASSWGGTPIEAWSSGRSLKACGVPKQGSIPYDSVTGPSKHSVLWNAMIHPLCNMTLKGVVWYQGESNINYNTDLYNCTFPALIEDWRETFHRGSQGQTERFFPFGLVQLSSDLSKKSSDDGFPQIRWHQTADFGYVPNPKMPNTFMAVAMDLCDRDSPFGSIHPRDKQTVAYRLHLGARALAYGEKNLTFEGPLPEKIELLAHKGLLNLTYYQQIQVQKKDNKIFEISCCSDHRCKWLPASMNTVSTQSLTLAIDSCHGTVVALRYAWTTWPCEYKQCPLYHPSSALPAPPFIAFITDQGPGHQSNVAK
TDP2 absorb: TDP2 (human) inhibition, absorbance primary screen; O95551; recombinant TDP2, T5PNP hydrolysis, p-nitrophenol absorbance 415 nm; inhibition, % at 12.8 µM; 370,000 tested, 0.34% active;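 active = inhibition above the mean of all tested compounds plus 3 SD, set per campaign, cut at about 25% in these data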;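 also: 0% = DMSO with enzyme and 100% = buffer with substrate but no TDP2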
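test system = human TDP2 enzyme | input = TDP2 enzyme at 120 nM final | medium = 50 mM Tris-HCl pH 7.5 with Mg2+, KCl, DTT, BSA | also added = T5PNP substrate, 5 mM | times = 2 h at 37 °C | technique = epi absorbance | benchmarks = high control without enzyme, low control DMSO plus TDP2 | replication = each compound tested once, singlicate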
PRMT1 FP inh: PRMT1 (human) inhibition, primary screen | Q99873 | recombinant PRMT1, activity-based probe fluorescence polarization | inhibition, % at 2.79 µM | 370,000 tested, 1.3% active | AID 652257;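 active = inhibition above about 21% made by adding two undisclosed values, limit read from the data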
TCR CD3 inh: blocks the human TCR-CD3 interaction. TAMRA-labeled TCR probe fluorescence, biochemical. AID 651800. 360,000 tested, 0.37% active. inhibition, % at 9.4 µM; in the data active = inhibition above about 19%;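 also: recombinant mutant TCR 2C K166C tagged with TAMRA read by polarization; 0% = receptor in buffer alone and 100% = receptor with positive control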
rCAG RNA binder: binds r(CAG) RNA repeats. r(CAG) RNA repeat, TO-PRO-1 dye displacement fluorescence. AID 651821. inhibition, % at 3 µM. 370,000 tested, 1.3% active;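 active = inhibition above the plate cutoff, the mean of all test compounds on that plate plus 3 SD, cut at about 35% in these data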;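 also: 0% = DMSO alone and 100% = 100 µM mitoxantrone as full dye displacement; higher means more dye released from RNA so lower well fluorescence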
HTRA1 inh: blocks human HTRA1 serine peptidase. recombinant HTRA1, FP-rhodamine activity-based probe, fluorescence polarization. inhibition, % at 5.96 µM. 340,000 tested, 0.5% active. AID 504803; in the data active = inhibition above about 36%;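 also: 0% = enzyme with DMSO and 100% = wells lacking enzyme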
LEDGF integ inh: blocks HIV-1 LEDGF/p75-dependent DNA integration. inhibition, % at 3.7 µM. TR-FRET IN-LEDGF/p75 DNA integration, Eu/Cy5. 370,000 tested, 0.64% active;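 active = inhibition above the screen-wide mean plus 3 SD, cut at about 13% in these data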;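 also: signal is the Cy5 over europium emission ratio at 671 and 618 nm; 0% = plate median of compound wells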
MBD2 DNA inh: blocks human MBD2 binding to methylated DNA | Q9UBB5 | TR-FRET, MBD2 binding to methylated oligonucleotide | inhibition, % at 4.4 µM | 370,000 tested, 0.31% active | AID 686964; in the data active = inhibition above about 13%
Target sequence (Q9UBB5 whole entry, looked up): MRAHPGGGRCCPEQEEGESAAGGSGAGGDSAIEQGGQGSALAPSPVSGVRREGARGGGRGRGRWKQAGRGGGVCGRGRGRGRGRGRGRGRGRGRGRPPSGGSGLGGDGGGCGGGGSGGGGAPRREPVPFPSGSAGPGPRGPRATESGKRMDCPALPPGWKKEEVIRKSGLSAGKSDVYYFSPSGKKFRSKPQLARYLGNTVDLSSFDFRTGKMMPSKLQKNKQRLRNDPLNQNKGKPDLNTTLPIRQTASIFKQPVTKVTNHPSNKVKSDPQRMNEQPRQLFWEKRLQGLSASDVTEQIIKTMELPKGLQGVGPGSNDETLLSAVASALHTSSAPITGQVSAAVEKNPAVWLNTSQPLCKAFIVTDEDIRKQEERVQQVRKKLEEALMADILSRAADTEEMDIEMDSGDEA
Numbers without * were called inactive; nt = not tested or not shown. Only part of the results is shown; rates above refer to the full screens.

SMILES	GC-B act	mABHD4 FP	SIAE primary	TDP2 absorb	PRMT1 FP inh	TCR CD3 inh	rCAG RNA binder	HTRA1 inh	LEDGF integ inh	MBD2 DNA inh
CSc1nc2c(cnn2-c2ccccc2)c(=O)n1N	0	3	4	-7	-2	3	0	-1	4	-2
COc1ccc(CC(=O)Nc2cccc(C)n2)cc1OC	0	7	2	-4	2	-4	-2	6	0	2
O=C(NCCN1CCN(S(=O)(=O)c2ccccc2)CC1)C(=O)Nc1ccc(F)cc1	3	3	-1	-5	1	0	-2	0	0	-2
CCCN1CCN(CCCNC(=O)c2ccc3c(=O)n(CCc4ccccc4)c(=O)[nH]c3c2)CC1	0	-4	7	-10	-5	-4	-6	-6	4	-1
Cc1ccc(C(=O)Nc2ccc(S(=O)(=O)N3CCCC3)cc2)s1	2	-8	-6	-16	2	5	10	-12	5	7
S=c1[nH]nc(-c2n[nH]c3c2CCC3)n1N=Cc1ccc(Br)s1	-8	4	8	0	19	nt	22	nt	2	-3
O=C(C(=O)N1CCN(c2ccc(F)cc2)CC1)c1cn(CC(=O)N2CCOCC2)c2ccccc12	2	0	-3	5	4	2	-2	-2	0	-3
Nc1c(N(Cc2ccccc2)C(=O)COc2ccc(F)cc2)c(=O)[nH]c(=O)n1Cc1ccccc1	-2	-15	7	10	0	-5	6	-6	-3	0
CCOC(=O)c1cnc(SC)nc1N	0	6	4	5	-1	-1	-1	-5	0	1
NS(=O)(=O)c1ccc(CCNC(=O)c2cccnc2)cc1	3	1	-2	8	-4	6	1	-7	1	-1
COc1ccc(Nc2cc(C(=O)NCCCN3CCN(C)CC3)c3ccccc3n2)cc1	-4	-2	-5	-6	2	-4	-3	4	-3	0
C=CC[C@@H](CC(=O)N(CCO)Cc1ccccc1)C(=O)NC[C@@H](OC(=O)[C@@H](CC=C)Cc1ccc(F)cc1)c1ccccc1	0	-14	5	-6	1	9	-6	-61	-1	1
NS(=O)(=O)c1ccc(NC(=O)/C=C/c2cccc(Cl)c2)cc1	-11	-31	-12	-4	-8	3	7	-32	6	0
Cc1ccc(C)n1-c1ccc(C(=O)Nc2ccccc2)cc1	-8	-12	6	-3	3	-7	15	-34	2	-2
CCCc1nc2oc3cc(OC)ccc3c(=O)c2c(=O)n1Cc1ccco1	-10	-8	-2	-5	14	0	13	-1	5	3
CCN(CC)CCNC(=O)CCCCn1c(=S)[nH]c2c([nH]c3ccc(OC)cc32)c1=O	-3	8	2	-3	1	-2	4	7	-3	-9
O=C(CN1CCN(C(=O)c2ccco2)CC1)Nc1ccc(Cl)c(C(F)(F)F)c1	-3	3	1	-1	0	1	-8	-3	-2	0
CCCCn1nc(C(=O)N(CCOC)c2c(N)n(CCCC)c(=O)[nH]c2=O)c2ccccc2c1=O	6	-2	5	1	1	-6	-3	6	-1	3
COc1ccc(C(C(=O)NC2CCCCC2)N(CC2CCCO2)C(=O)CCCC(=O)Nc2ccccn2)cc1 (centres undefined)	-1	3	8	3	-1	4	-8	0	-2	4
COCCNC(=O)c1ccc(S(=O)(=O)N2CCCc3ccccc32)cc1	-1	-2	4	12	1	-1	-4	1	1	-7
Cc1ccc(S(=O)(=O)c2cn(C)c3cc(N4CCN(C)CC4)c(F)cc3c2=O)c(C)c1	0	6	1	4	1	-3	-3	2	-1	-1
O=C(OC1CCCCC1=O)c1cccc(S(=O)(=O)NCc2ccccc2)c1 (centres undefined)	4	-2	-1	2	-1	-1	5	-3	-4	2
Cc1ccccc1C(=O)Nc1cccc(-c2ccc(N3CCOCC3)nn2)c1	0	0	6	8	-1	-4	-5	0	3	1
CCOC(=O)N1CCN(C(=O)C[C@H]2C[C@@]3(C(=O)OC)C(=C[C@H](C(C)C)O[C@@H]3C3CC3)N(CCC3=CCCCC3)C2=O)CC1	3	1	1	4	0	nt	3	nt	0	1
CCc1ccccc1OCC(=O)OCC(=O)Nc1cc(C)on1	0	2	-1	-7	0	-5	0	-2	1	1
CNc1ccccc1C(C)(C)c1cc(-c2cccc(Br)c2)no1	0	-80	-51	-3	2	-22	-4	-44	4	2
CCCNC(=O)C1CCN(S(=O)(=O)c2ccc(Br)cc2)CC1	-2	1	12	6	1	-5	0	6	-2	3
CCOc1ccc(C(=O)N(CC(=O)Nc2cccc(C)c2C)CC2CCCO2)cc1OC (centres undefined)	12	3	6	1	2	-1	0	-1	-8	3
CC1(C)Cc2c(c(N3CCOCC3)nc3sc(C#N)c(N)c23)CS1	19	4	6	7	1	-5	0	-4	1	3
CC1=C(C(=O)N2CCCC(N3CCN(c4ccccc4C)CC3)C2)OCCO1 (centres undefined)	0	3	6	8	1	2	-5	0	-1	-6
Cc1ccc(C(=O)NCC#N)cc1	6	6	2	-5	-1	0	-1	-7	-1	3
CC1=C(C(=O)N(C(C)C)C(C)C)CC(CC(=O)NC2CCCCC2)C(=O)N1CCCN1CCCC1=O (centres undefined)	1	1	-1	2	3	1	-3	nt	-2	3
O=C(CCN1C(=O)c2ccccc2S1(=O)=O)Nc1ccccc1O	-1	5	2	-2	1	-1	4	2	-4	-4
O=C(COc1ccccc1C(=O)NCc1ccccc1)Nc1ccc(I)cc1	-9	-14	-3	-1	3	nt	11	nt	1	-7
CCc1cc(=O)oc2cc(OCC(=O)O)c(Cl)cc12	-5	3	-6	0	4	-6	0	-5	-2	3
CCCCN(C(=O)CCC(=O)Nc1cc(C)on1)C(C(=O)NC(C)(C)C)c1cccc(OC)c1OC (centres undefined)	-19	-2	-4	1	0	0	-10	1	1	2
COc1cc(CO)cc(Br)c1OCc1cccnc1	0	2	8	17	-2	1	-2	-4	-2	-6
O=C(c1cccc(Cl)c1)N1CCN(Cc2ccccc2)CC1	4	5	0	-4	0	-4	-9	5	-3	0
O=C(O)CSCC(=O)NCc1cccc(C(F)(F)F)c1	-4	-1	1	5	0	2	1	5	1	3
Cc1cc(C(=O)N/N=C/C=C/c2ccc(Br)cc2)n[nH]1	-7	-5	-8	-9	0	-3	2	4	1	-2
COc1ccc(/C=N/n2cnnc2)cc1Oc1nc(Cl)ncc1F	2	3	-2	-2	6	-6	-3	-1	-4	-3
O=S(=O)(NCC1CCN(Cc2ccccc2)CC1)c1ccccc1C(F)(F)F	-1	-2	2	9	1	-9	-4	9	-1	0
Cc1cc(NC(=O)CCC(=O)N(Cc2ccco2)C(C(=O)NC2CCCC2)c2ccccc2F)no1 (centres undefined)	-1	10	3	4	6	-7	-6	-104	-1	-1
O=C(NCCCN1CCOCC1)c1ccc(CS(=O)(=O)c2ccc(Br)cc2)o1	1	3	-5	1	-4	0	-2	-1	3	-2
COc1cc(OC)cc(C(=O)N[C@H](C(=O)NC2CCCc3ccccc32)C(C)C)c1 (some centres undefined)	-4	1	0	0	-3	1	2	-2	-1	2
CCC(C)N1C(=O)N(c2cccc(Cl)c2)C(C)(O)CC1(C)C (centres undefined)	-3	3	1	-9	-1	1	-10	0	0	1
On1nnc2ccc(C(F)(F)F)cc21	2	-3	-3	-11	-4	1	0	0	7	-8
COc1cc(CCC(=O)NNC(=O)c2ccc(Cl)cc2)cc(OC)c1OC	-6	5	-1	8	-2	0	0	1	-4	3
c1ccc(Nc2nc(-c3ccccn3)cs2)cc1	3	1	7	-7	-1	-1	9	14	10	-6
Cc1ccc(C(=O)c2oc3ccccc3c2N)cc1	-7	1	4	0	-2	2	4	2	1	-5
CC(C)(C)NC(=O)CN(CCN1CCOCC1)C(=O)CNS(=O)(=O)c1ccccc1	4	7	4	-17	1	2	-1	-5	-6	-3
COC(=O)[C@H](Cc1ccccc1)NC(=O)N1CCN(Cc2ccccc2)CC1	0	3	-6	4	-1	-1	-1	-3	-2	3
Cc1ccc(C(=O)C[n+]2cccc(C(N)=O)c2)cc1	-2	-1	13	11	0	1	-1	3	6	-3
O=C(CN1C(=O)NC2(CCCCCC2)C1=O)N1CCN(c2ccc(F)cc2)CC1	5	-1	1	-1	-5	1	1	7	-2	-4
O=C(NCCC1=CCCCC1)C1CC(=O)N(C2CCCCCC2)C1 (centres undefined)	7	4	5	6	-2	1	-9	3	6	-2
Cc1cnc(C(=O)OC(C)C(=O)Nc2ccc(Oc3ccccc3)cc2)cn1 (centres undefined)	-5	-6	6	-16	7	-2	5	2	-4	-1
COc1ccccc1Cn1c(/C=C/c2ccccc2)nc2ccccc21	-1	-9	-10	1	0	1	1	-91	3	1
CCCCn1c(Cc2ccccc2)n[nH]c1=S	2	0	9	-1	-2	4	-3	2	-1	-1
COCCn1cnc2cc(C)c(C)cc21	-1	0	1	-1	-1	1	-1	2	2	-5
CC(=O)c1cccc(NC(=O)c2ccc(NC(=O)CC3SC(N4CCCCC4)=NC3=O)cc2)c1 (centres undefined)	4	0	-5	-8	0	12	0	-14	0	-3
(more compounds)
SMILES	GC-B act	mABHD4 FP	SIAE primary	TDP2 absorb	PRMT1 FP inh	TCR CD3 inh	rCAG RNA binder	HTRA1 inh	LEDGF integ inh	MBD2 DNA inh
CCN(CC)CCCN(Cc1cc2cc3c(cc2[nH]c1=O)OCO3)C(=S)NCCCN(C)C	-1	7	4	6	2	0	5	-1	3	0
CC1=NCCN1S(=O)(=O)c1cc(Cl)ccc1Cl	1	2	-10	-5	-1	-3	-2	2	-5	3
N#C/C(=C(/O)CCCl)c1ccccn1	2	2	-2	-1	-2	6	1	-1	-5	-6
COc1cc(C(=O)/C=C/Nc2ccc(NC(C)=O)cc2)cc(OC)c1OC	0	9	4	-7	4	3	4	6	1	-5
CCCCOC(=O)Nc1ccc(C(=O)OCCC)cc1	-5	-14	2	-2	0	1	-4	-31	1	-1
O=C(CCCn1c(=S)[nH]c2ccccc2c1=O)NCCSCc1ccccc1	-2	2	-1	6	-4	-9	-3	-6	0	-3
COc1ccc(C(=O)NNC(=O)c2ccc(S(=O)(=O)N3CC(C)OC(C)C3)cc2)cc1 (centres undefined)	-1	1	-1	3	0	-4	-1	-5	-2	0
COc1ccc(C)cc1-n1cnnn1	2	8	0	2	-4	1	0	6	4	1

Nothing new here: 5 of the compounds above.
SMILES	GC-B act	mABHD4 FP	SIAE primary	TDP2 absorb	PRMT1 FP inh	TCR CD3 inh	rCAG RNA binder	HTRA1 inh	LEDGF integ inh	MBD2 DNA inh
COc1cc(C(=O)/C=C/Nc2ccc(NC(C)=O)cc2)cc(OC)c1OC	0	9	4	-7	4	3	4	6	1	-5
CCCCOC(=O)Nc1ccc(C(=O)OCCC)cc1	-5	-14	2	-2	0	1	-4	-31	1	-1
O=C(CCCn1c(=S)[nH]c2ccccc2c1=O)NCCSCc1ccccc1	-2	2	-1	6	-4	-9	-3	-6	0	-3
COc1ccc(C(=O)NNC(=O)c2ccc(S(=O)(=O)N3CC(C)OC(C)C3)cc2)cc1 (centres undefined)	-1	1	-1	3	0	-4	-1	-5	-2	0
COc1ccc(C)cc1-n1cnnn1	2	8	0	2	-4	1	0	6	4	1
